Screens from PubChem BioAssay.
SARS 3CLpro inh = SARS-CoV 3CLpro protease inhibitors, primary screen, biochemical, quenched FRET; Replicase polyprotein 1ab (Severe acute respiratory syndrome coronavirus), P0C6X7; recombinant SARS-CoV 3CLpro, quenched FRET peptide cleavage; inhibition, % at 6 µM; 0.14% of 290,000 active; AID 1706, 2009; in the data active = inhibition above about 12%
SSB-PriA inh = inhibitors of Klebsiella pneumoniae PriA binding to SSB C-terminal tail, primary screen, biochemical, AlphaScreen; 0.6% of 430,000 active; AID 1272365, 2023; inhibition, % at 33 µM; AlphaScreen SSBct-PriA binding, biotinylated peptide; in the data active = inhibition mostly above about 37%, no sharp cut-off; inactive = mostly below about 20%;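 also: plate controls were negative control peptide for no effect and reference peptide for full effect; strong numbers were not always called active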
Rv3671c inh = Rv3671c serine protease inhibitors, primary screen, biochemical, fluorescence polarization, M. tuberculosis H37Rv; AID 2606, 2010; 0.048% of 320,000 active; P9WHR9; inhibition, % at 5.96 µM; in the data active = inhibition above about 38%;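 also: extracellular domain of Rv3671c used as enzyme; 0% = enzyme with DMSO and 100% = no enzyme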
Target sequence (P9WHR9 whole entry, looked up, the tested form may be a part): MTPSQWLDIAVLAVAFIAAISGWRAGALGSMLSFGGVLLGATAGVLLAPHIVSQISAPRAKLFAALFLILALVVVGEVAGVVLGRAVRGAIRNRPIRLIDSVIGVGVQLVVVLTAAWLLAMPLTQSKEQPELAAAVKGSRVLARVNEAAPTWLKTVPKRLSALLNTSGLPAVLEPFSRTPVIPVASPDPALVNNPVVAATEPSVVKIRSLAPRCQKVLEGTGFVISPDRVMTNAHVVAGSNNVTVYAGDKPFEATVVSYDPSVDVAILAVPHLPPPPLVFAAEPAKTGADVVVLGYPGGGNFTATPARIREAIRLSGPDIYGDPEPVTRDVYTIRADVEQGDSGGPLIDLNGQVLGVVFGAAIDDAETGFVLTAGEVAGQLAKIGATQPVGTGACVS
DUSP3 inh = VHR1 phosphatase inhibitors, primary screen, biochemical, absorbance, uHTS; inhibition, % at 13.3 µM; Dual specificity protein phosphatase 3 (Homo sapiens), P51452; AID 1654, 2009; recombinant VHR phosphatase, pNPP absorbance; 0.52% of 290,000 active; in the data active = inhibition above about 50%; also: some compounds called inactive have numbers as strong as hits
Target sequence (P51452 whole entry, looked up): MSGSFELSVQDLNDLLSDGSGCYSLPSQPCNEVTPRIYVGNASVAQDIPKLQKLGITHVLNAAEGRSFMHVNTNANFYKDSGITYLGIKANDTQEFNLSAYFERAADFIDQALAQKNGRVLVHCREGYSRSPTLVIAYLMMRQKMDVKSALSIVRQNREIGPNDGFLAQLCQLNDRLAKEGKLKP
MazF activator = activators of E. coli MazEF toxin-antitoxin RNase, primary screen, biochemical, fluorescence, uHTS; Endoribonuclease toxin MazF (Escherichia coli (strain K12)), P0AE70; FAM/BHQ RNA-DNA oligo cleavage fluorescence, 5 h; activation, % at 20 µM; 0.32% of 350,000 active; in the data active = activation above about 50%
Target sequence (P0AE70 whole entry, looked up): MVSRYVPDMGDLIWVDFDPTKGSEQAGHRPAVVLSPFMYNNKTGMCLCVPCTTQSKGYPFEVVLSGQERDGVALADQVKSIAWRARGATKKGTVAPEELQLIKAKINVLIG
Anthrax LF prot = Bacillus anthracis LF protease inhibitors, primary screen, biochemical, multiplex microsphere, MLPCN library | multiplex microsphere protease cleavage assay | inhibition, % at 10 µM | 0.12% of 360,000 active; also: plate controls were buffer without enzyme for full effect and enzyme alone for no effect
CCHF vOTU inh = CCHFV vOTU protease inhibitors, primary screen, biochemical, Pep-AMC substrate, fluorescence; inhibition, % at 11.5 µM; 0.55% of 370,000 active; AID 651958, 2012; Crimean-Congo hemorrhagic fever virus L polyprotein viral ovarian tumor (vOTU) protease …; in the data active = inhibition above about 30%; also: 0% = vehicle wells with enzyme and 100% = no enzyme wells
PrPC TRFRET = inhibitors of human cell surface prion protein PrPC, primary screen, cell-based, TR-FRET; Major prion protein (Homo sapiens), P04156; TR-FRET read-out; inhibition, % at 13.8 µM; 0.43% of 370,000 active; AID 720596, 2013; in the data active = inhibition above about 24%; also: 0% = median of the test wells and 100% = reference compound wells
BoNT A protease = BoNT/A light chain protease inhibitors, primary screen, biochemical, flow cytometry, MLPCN library. inhibition, % at 10 µM. 0.17% of 360,000 active. Botulinum neurotoxin type A light chain protease (Clostridium botulinum A str. ATCC 3502). multiplex microsphere protease substrate cleavage; also: plate controls were buffer without enzyme for full effect and enzyme alone for no effect
BoNT F protease = BoNT/F light chain protease inhibitors, primary screen, biochemical, flow cytometry, MLPCN library | Botulinum neurotoxin type F light chain protease (Clostridium botulinum) | Multiplex microsphere protease cleavage assay | inhibition, % at 10 µM | 0.22% of 360,000 active; in the data active = inhibition above about 35%, passing the limit was not always enough; inconclusive = no clear call, values can overlap the other calls; also: plate controls were buffer without enzyme for full effect and enzyme alone for no effect
Starred values were filed as active, the others as inactive; i = inactive; ? = inconclusive; . = not tested or not shown; & = joins results of further samples. Rule as the data show it, unless noted: active = inhibition above about 30%; inconclusive = no clear call, values can overlap the other calls; inactive = below that. Not all compounds are listed. The share of hits here may be higher or lower than overall.

SMILES | SARS 3CLpro inh | SSB-PriA inh | Rv3671c inh | DUSP3 inh | MazF activator | Anthrax LF prot | CCHF vOTU inh | PrPC TRFRET | BoNT A protease | BoNT F protease
Cc1ccc(C(=O)Nc2nc(C(N)C(C)C)cs2)cc1 (configuration not stated) | . | . | . | . | . | -6 | -2 | 1 | 0.3 | 0
COCc1cc(C)n(CC(=O)N2CCCC2)c(=O)c1C#N | 2 | -7 | -4 | -15 | -3 | -1 | -21 | -4 | 0.1 | -5
CCCc1c(C(=O)Nc2ccc(F)cc2F)cnn1-c1ccccc1 | 1 | -11 | -15 | 19 | -4 | -19 | 6 | 4 | -6.5 | ?
C=CCn1c(=NC(=O)c2ccc(S(=O)(=O)N3CCCC3)cc2)sc2cc(NC(C)=O)ccc21 | -1 | -4 | -76 | 7 | -9 | 0 | -45 | -4 | -0.8 | 4
CC1(C)CC(=O)C(N=Nc2c(F)cccc2F)=C(O)C1 | 4 | -3 | 3 | 27 | 10 | . | 10 | 0 | . | .
Cc1cccc(OCCC(=O)OCC(=O)Nc2c(C)nn(-c3ccccc3)c2C)c1 | . | -3 | -3 | . | -3 | 2 | 5 | -9 | 1.3 | -4
Cc1ccc(/C=C2/C(=N)N3N=C(CC(=O)N4CCCC4)SC3=NC2=O)cc1 | 0 | -11 | -2 | 4 | 2 | 0 | -12 | -1 | -0.5 | -4
CCc1nn(CC(=O)N2CCN(CC)CC2)c(=O)c2cc3sccc3n12 | -2 | 2 | -4 | 25 | -1 | -2 | -8 | -2 | -0.7 | 13
CCc1ccccc1NC(=O)COC(=O)C1C2CC3OC(=O)C1C3C2 (configuration not stated) | 7 | 0 | 11 | 12 | -1 | 0 | 4 | 8 | -2.6 | -10
Cc1c(/C=N/NC(=O)c2ccc(Br)o2)cnn1C | -1 | i | 1 | 22 | 6 | . | 10 | 6 | . | .
Cc1ccc(-c2nnc(SCC(=O)N/N=C/c3ccccc3C(=O)O)n2-c2ccc(C)cc2)cc1 | 7 | i | 2 | 26 | -4 | 2 | 14 | -6 | 0.0 | -6
CC(C)CN1C(=O)c2ccc(C(=O)Nc3ccc(OCC(=O)O)cc3)cc2C1=O | -3 | -5 | 4 | 28 | 1 | 12 | 7 | -1 | -1.6 | 5
CCCCCN=Cc1c(C)[nH]n(-c2nc3ccccc3s2)c1=O | 3 | -9 | -3 | 25 | 0 | ? | 6 | 6 | -2.8 | 0
CC1(C2CC2)NC(=O)N(CC(=O)NCc2ccc(Cl)cc2Cl)C1=O (configuration not stated) | . | -4 | -12 | . | 6 | -6 | 2 | 1 | 0.0 | 5
COc1ccccc1NCCC(=O)OCC(=O)Nc1cccc(S(=O)(=O)N(C)C)c1 | . | 12 | 0 | . | 2 | 1 | 1 | 4 | -2.9 | -6
COc1ccc(CN2CCN(c3ncccn3)CC2)c(C)c1C | -3 | -1 | -1 | -6 | -12 | -3 | 4 | 12 | -3.3 | 3
CCCCn1c(O)c(C(=O)/C=C/c2c[nH]c3ccccc23)c(=O)[nH]c1=O | 1 | 2 | 0 | 2 | -181 | -7 | 5 | 0 | 8.2 | ?
C/C(=N\OCC(=O)Nn1c(C)nc2ccccc2c1=O)c1cccs1 | -1 | . | 4 | 21 | 3 | 7 | 19 | -10 | -8.1 | ?
Cc1ccc(C(C(=O)NC2CCCC2)N2CCc3ccccc32)cc1 (configuration not stated) | 0 | -10 | 2 | 0 | 1 | 1 | -2 | 3 | -0.5 | 3
O=C(CN1CCN(Cc2ccccc2Cl)CC1)N=Nc1c(O)[nH]c2ccccc12 | -4 | 3 | -8 | 16 | -3 | -1 | -10 | -14 | -0.5 | 0
CCOC(=O)CSc1nc(N)c(C#N)cc1C#N | 2 | -13 | 2 | -5 | -8 | -1 | 12 | -10 | 0.0 | -4
CCC(C)/C(C)=N/NC(=O)c1ccc(CSc2nc3ccccc3s2)cc1 (configuration not stated) | 7 | . | -30 | 8 | 0 | -2 | -13 | 11 | 1.7 | -11
O=C(Nc1ccccc1)c1ccc(NCC2CCCO2)c([N+](=O)[O-])c1 (configuration not stated) | -5 | 6 | 5 | -8 | 5 | -4 | 10 | -2 | -0.1 | -4
CCCc1nnc(SCC(=O)N2CCOCC2)n1CC1CCCO1 (configuration not stated) | 0 | -6 | 2 | 18 | 3 | 0 | 10 | -4 | -0.6 | 1
O=C(COC(=O)CCc1ccccc1)Nc1ccccc1OC(F)F | 4 | -19 | 8 | 0 | -5 | . | -6 | 0 | . | .
O=C(NC1CCCCC1)c1ccc(-c2ccc(Cl)cc2)o1 | . | 0 | -7 | . | -5 | 0 | -4 | 5 | 4.9 | 22
Cc1cccc(NC(=O)N(Cc2cc3cc(C)cc(C)c3[nH]c2=O)CC2COCCO2)c1 (configuration not stated) | 4 | 15 | -1 | -7 | -7 | 0 | 5 | 0 | -0.9 | 0
CC(OC(=O)C1CC(=O)N(Cc2ccco2)C1)C(=O)Nc1ccccc1[N+](=O)[O-] (configuration not stated) | . | 8 | -11 | . | 4 | -2 | -1 | -8 | -0.4 | -10
CCN(CC(=O)NC(=O)NC1CCCCC1)Cc1ccccc1 | . | -13 | -2 | . | 2 | -3 | 6 | 4 | -3.2 | -1
O=C(c1cccs1)N1CCC(c2nc3c(nnn3Cc3ccccc3Cl)c(=O)[nH]2)CC1 | 0 | 0 | 3 | 20 | 4 | -4 | 17 | 4 | -1.5 | -4
Cc1ccc(S(=O)(=O)N2CCc3ccccc3C2CN2C(=O)c3ccccc3C2=O)cc1 (configuration not stated) | 8 | 12 | -11 | 13 | 5 | 0 | 18 | -11 | -0.2 | 13
CN(C)C(=O)CCC(=O)N1CCCC(C(=O)c2ccc3c4c(cccc24)CC3)C1 (configuration not stated) | -3 | -6 | -2 | 31 | -2 | -3 | -10 | -16 | -0.1 | -4
CC1CCC(NC(=O)COC(=O)CSc2ccc(C(N)=O)cc2[N+](=O)[O-])CC1 (configuration not stated) | . | -8 | 0 | . | 0 | . | 7 | -22 | . | .
Cc1cccc(C)c1-n1nnnc1C1(C)CCC(=O)N1Cc1cccnc1 (configuration not stated) | . | . | . | . | . | 4 | -5 | 3 | 1.1 | 1
COc1ccccc1-c1nnc(SCC(=O)NC2CCCCC2)o1 | -8 | -3&-3 | -3 | 21 | 4 | -11 | 0 | 3 | -0.2 | 2
O=C(CCN1C(=O)[C@@H]2Cc3ccccc3CN2C1=O)N[C@@H](C(=O)O)c1ccccc1 | -2 | -3 | -1 | 16 | 8 | -5 | -7 | 7 | -0.5 | 2
N/C(Cc1ccc(Cl)cc1Cl)=N\OC(=O)c1ccc(Br)o1 | -1 | . | -1 | 11 | -5 | 0 | -1 | 1 | 0.1 | -6
O=c1nccc(N/N=C/c2cccc(O)c2)[nH]1 | 0 | . | 3 | 13 | 11 | -7 | 11 | -6 | 0.1 | 6
CCOC(=O)C(C)(C)n1nnc(-c2ccc([N+](=O)[O-])cc2)n1 | -3 | -10 | -4 | 6 | -2 | -2 | 6 | -1 | -0.1 | 0
O=C(CSc1ncnc2c1cnn2-c1ccc(F)cc1)NCc1ccc2c(c1)OCO2 | 1 | -14 | -7 | 6 | -30 | 1 | -6 | -3 | 0.1 | 4
Cc1nc(N=C(N)N)nc2c(C)cccc12 | -2 | 9 | 0 | -33 | 11 | -4 | -10 | 10 | 0.1 | 3
Oc1ccc(C[C@@H]2CNCCN2CCC23CC4CC(CC(C4)C2)C3)cc1 | . | 13 | -1 | . | 26 | -10 | 8 | -12 | -0.7 | -21
CCn1ncc([N+](=O)[O-])c1C(=O)Nc1c(C)nn(Cc2ccc(F)cc2)c1C | 1 | -23 | 2 | 12 | -6 | 1 | 3 | -7 | -1.0 | -5
CCNNC(=O)C(O)(c1cccc(C)c1)c1cccc(C)c1 | 1 | -13 | 8 | 3 | 2 | -2 | 9 | 5 | -0.8 | -7
COc1cccc(/C=C/C(=O)OCC(=O)N2CCCc3ccccc32)c1 | . | 1 | -4 | . | 1 | . | -4 | -4 | . | .
CC(C)CC(=O)NC(=S)Nc1nc(-c2ccccc2)cs1 | 5 | -7 | -26 | 3 | 2 | -1 | 13 | 0 | -0.9 | -6
CN(C(=O)C1CCC(=O)N(Cc2ccccc2F)C1)C1CCOCC1 (configuration not stated) | 1 | 0 | 0 | 8 | 4 | 3 | -10 | 3 | 0.3 | -8
Cc1ccc2nc(C3CCCCC3)c(Cc3ccsc3)n2c1 | . | . | . | . | . | -6 | 10 | -1 | -0.6 | -4
CCCOc1ccc(F)cc1-c1cc(C(=O)NCc2cccc(C(F)(F)F)c2)[nH]n1 | . | . | . | . | . | -10 | -9 | 10 | -0.4 | -12
Cc1ccccc1CNc1nc(N)n(-c2ccccc2)n1 | 3 | -4 | -4 | 25 | 6 | -2 | 2 | 0 | 0.1 | 0

An excerpt of these results, in CSV form.
mol,SARS 3CLpro inh,SSB-PriA inh,Rv3671c inh,DUSP3 inh,MazF activator,Anthrax LF prot,CCHF vOTU inh,PrPC TRFRET,BoNT A protease,BoNT F protease
CC(OC(=O)C1CC(=O)N(Cc2ccco2)C1)C(=O)Nc1ccccc1[N+](=O)[O-] (configuration not stated),.,8,-11,.,4,-2,-1,-8,-0.4,-10
CCN(CC(=O)NC(=O)NC1CCCCC1)Cc1ccccc1,.,-13,-2,.,2,-3,6,4,-3.2,-1
O=C(c1cccs1)N1CCC(c2nc3c(nnn3Cc3ccccc3Cl)c(=O)[nH]2)CC1,0,0,3,20,4,-4,17,4,-1.5,-4
Cc1ccc(S(=O)(=O)N2CCc3ccccc3C2CN2C(=O)c3ccccc3C2=O)cc1 (configuration not stated),8,12,-11,13,5,0,18,-11,-0.2,13
CN(C)C(=O)CCC(=O)N1CCCC(C(=O)c2ccc3c4c(cccc24)CC3)C1 (configuration not stated),-3,-6,-2,31,-2,-3,-10,-16,-0.1,-4

New compounds follow.
SMILES | SARS 3CLpro inh | SSB-PriA inh | Rv3671c inh | DUSP3 inh | MazF activator | Anthrax LF prot | CCHF vOTU inh | PrPC TRFRET | BoNT A protease | BoNT F protease
C[C@@]12CCC=C[C@H]1[C@H](c1ccccc1Br)N(Cc1ccccc1)C2=O | . | 1 | . | . | 3 | -6 | 12 | 0 | 0.0 | -5
O=C(O)/C(=C/c1ccco1)NC(=O)c1ccc(Br)o1 | -5 | -7 | -3 | 11 | 5 | -7 | -7 | 4 | 0.0 | 31
COCCN1C(=O)C(=O)/C(=C(/O)c2ccc(S(=O)(=O)N3CCOCC3)cc2)C1c1ccc(OC)c(OC)c1 (configuration not stated) | -3 | . | -3 | 21 | -1 | 0 | 0 | -14 | -1.1 | -9
CCOC(=O)N1CCN(C(=O)c2cc3cc(Br)ccc3oc2=O)CC1 | 1 | -17 | -4 | 21 | -2 | -1 | -1 | 1 | 0.4 | -7
C/C(=N\N=C1/NC(=O)C(C)S1)c1ccc([N+](=O)[O-])cc1 (configuration not stated) | -3 | . | -14 | -11 | 4 | -4 | -10 | -12 | -0.5 | -1
Cc1ccc(S(=O)(=O)N2CCCC2C(=O)NC2CCCCC2)cc1 (configuration not stated) | -2 | -13 | 3 | -4 | 4 | -1 | 16 | -1 | -0.4 | -4
Cc1cc(C)n(S(=O)(=O)c2cc(C)c(C)cc2C)n1 | -1 | -25 | -3 | -2 | -17 | 2 | 0 | -1 | 0.2 | -4
